# Screening data (PubChem)
# Runt-CBFb FRET – inhibitors of RUNX1 Runt–CBFb binding, primary screen, biochemical, FRET, Cerulean-Runt, Venus-CBFb, uHTS; Runt-related transcription factor 1 (Homo sapiens) + Core-binding factor subunit beta …; Cerulean-Runt/Venus-CBFb FRET ratio 530/480, 1 h; inhibition, % at 20 µM; 0.46% of 220,000 active;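 active means inhibition over about 50% at 20 µM in the single-dose screen, limit read from the data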;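 further: 0% = DMSO wells and 100% = excess unlabeled CBFb competitor control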
#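 Reagent – Venus-CBFb binding partner, 100 nM · Assay system – Cerulean-tagged RUNX1 Runt domain (FRET donor) fusion protein · Input – 100 nM per protein · Incubation – two 1 h room-temperature incubations shielded from light · Measured by – FRET fluorescence · Medium – Tris buffer pH 7.5 with salts and BSA · Benchmarks – unlabeled CBFb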
# TNF necrop inh – inhibitors of TNF-alpha triggered necroptosis, primary screen, cell-based, Jurkat FADD-/-, single concentration. Jurkat FADD-/- TNF necroptosis rescue, ATP luminescence, 24 h; 0 = TNF only, 100 = no-TNF cells. activation (protection from cell death), % at 10 µM. 0.068% of 220,000 active;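 active means activation, meaning protection from cell death, of at least 50% relative to plate controls; inactive means activation below 50%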;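 further: necroptosis triggered by 40 ng/mL TNF-alpha added together with compound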
# Runt-SMMHC FRET – inhibitors of RUNX1 Runt–CBFb-SMMHC binding, primary screen, biochemical, FRET, Cerulean-Runt, Venus-CBFb-SMMHC, uHTS. AID 1434, 2008. 0.74% of 220,000 active. inhibition, % at 20 µM. Cerulean-Runt/Venus-CBFb-SMMHC FRET ratio 530/480, 1 h. Runt-related transcription factor 1 (Homo sapiens) + Core-binding factor subunit beta …;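 active means mean inhibition across duplicate retests at 20 µM reaching about 50%, limit read from the data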;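 further: 0% = DMSO wells and 100% = wells with excess untagged CBFb-SMMHC; inhibitors lower the FRET ratio by blocking Runt binding to CBFb-SMMHC; some results filed as inactive read as strong as hits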
# EP2 antag – human EP2 receptor antagonists, primary screen, TR-FRET cAMP, C6 glioma cells; Prostaglandin E2 receptor EP2 subtype (Homo sapiens), P43116; C6 glioma cells expressing human EP2; cells stimulated with saturating PGE2; inhibition, % at 25 µM; 0.52% of 260,000 active;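 active means percent inhibition above 40 after rounding to a whole number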;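 further: rat C6 glioma host cells with rolipram phosphodiesterase inhibitor present; the protocol text gives 20 µM as final concentration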
# Target sequence (P43116 whole entry, looked up): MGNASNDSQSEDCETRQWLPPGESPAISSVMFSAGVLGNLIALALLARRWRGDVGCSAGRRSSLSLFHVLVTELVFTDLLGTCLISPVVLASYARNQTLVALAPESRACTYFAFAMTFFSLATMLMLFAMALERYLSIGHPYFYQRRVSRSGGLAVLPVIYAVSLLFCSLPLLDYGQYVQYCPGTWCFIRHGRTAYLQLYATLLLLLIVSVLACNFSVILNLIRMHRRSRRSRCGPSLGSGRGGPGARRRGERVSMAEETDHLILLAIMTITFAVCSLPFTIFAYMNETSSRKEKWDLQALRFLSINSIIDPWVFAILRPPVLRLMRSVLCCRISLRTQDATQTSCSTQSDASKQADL
# EP2 modulator – EP2 receptor modulators, cAMP readout, primary screen, cell-based, HTRF cAMP, PGE2 stimulation. Prostaglandin E2 receptor EP2 subtype (Homo sapiens), P43116. EP2-expressing cells, cAMP HTRF FRET, PGE2 co-stimulation. induction, % at 25 µM. 0.83% of 260,000 active. AID 940, 2007;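 active means compounds whose cAMP rise, as percent of the full-agonist control response, exceeds 60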;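 further: rat C6 glioma line stably carrying human EP2 under a CMV promoter; the protocol text gives 20 µM as final concentration; 100% = response of wells given 1 µM PGE2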
# RBBP9 inhibitor – human RBBP9 inhibitors, primary screen, biochemical, fluorescence polarization, FP-Rh probe, HTS | inhibition, % at 7.94 µM | 0.2% of 220,000 active | Serine hydrolase RBBP9 (Homo sapiens), O75884 | recombinant RBBP9 | AID 1515, 2009;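 active means inhibition above the campaign mean of all tested compounds plus 3 SD, cut at about 14% in these data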;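 further: plate controls were DMSO wells with RBBP9 for no effect and wells lacking RBBP9 protein for full effect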
# Target sequence (O75884 whole entry, looked up): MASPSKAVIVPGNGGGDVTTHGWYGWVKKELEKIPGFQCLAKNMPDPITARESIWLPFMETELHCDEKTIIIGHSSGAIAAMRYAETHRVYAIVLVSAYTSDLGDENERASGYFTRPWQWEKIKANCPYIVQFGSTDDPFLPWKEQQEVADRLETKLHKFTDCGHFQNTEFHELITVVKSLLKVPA
#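 System: RBBP9 protein / Buffer or medium: Tris/NaCl buffer pH 8.0 with 0.1% Pluronic / Probe or stimulus: Serine-hydrolase probe FP-Rh, 375 nM pre-mixing / Dosing: 7.94 µM single dose, 0.794% DMSO / Times: enzyme-compound preincubation 30 min, then probe labeling 45 min, 25 °C / Technique: fluorescence polarization (mP), excitation 525 nm, emission 598 nm / Replication: singlicate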
# Hck Nef HTS – inhibitors of Nef-activated human Hck kinase, primary screen, biochemical, Z-Lyte FRET, 384-well, Hck-YEEI | inhibition, % at 20 µM | 0.68% of 220,000 active | Recombinant Hck-YEEI plus Nef, Z-Lyte FRET kinase assay;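 active means Hck-Nef kinase inhibition above about 50%, limit read from the data; inactive means inhibition below that limit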;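 further: 0% = DMSO with Hck plus Nef and 100% = Hck alone without Nef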
# Target sequence (P08631 whole entry, looked up): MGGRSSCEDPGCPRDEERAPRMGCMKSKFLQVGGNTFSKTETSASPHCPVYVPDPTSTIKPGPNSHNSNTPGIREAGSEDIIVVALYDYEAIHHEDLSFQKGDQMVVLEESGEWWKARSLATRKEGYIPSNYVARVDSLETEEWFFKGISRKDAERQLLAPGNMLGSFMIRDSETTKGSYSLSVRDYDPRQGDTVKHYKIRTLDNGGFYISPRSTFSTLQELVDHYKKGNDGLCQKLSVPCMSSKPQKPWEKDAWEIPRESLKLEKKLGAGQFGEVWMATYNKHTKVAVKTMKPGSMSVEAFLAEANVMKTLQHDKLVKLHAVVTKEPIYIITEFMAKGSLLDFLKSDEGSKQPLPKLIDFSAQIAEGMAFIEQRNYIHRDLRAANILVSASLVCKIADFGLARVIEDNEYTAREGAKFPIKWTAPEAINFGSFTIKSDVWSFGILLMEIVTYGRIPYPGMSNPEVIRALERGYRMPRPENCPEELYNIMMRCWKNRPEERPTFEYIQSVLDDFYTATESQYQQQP
# L929 necroptosis – inhibitors of zVAD-triggered necroptosis, primary screen, L929 cells. viability rescue, % at 10 µM. AID 1377, 2008. L929 zVAD necroptosis rescue, ATP luminescence, 24 h; with zVAD 60 µM. 0.38% of 220,000 active;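 active means activation, scaled between plate controls, above about 75%, limit read from the data; inactive means activation under that limit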;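 further: 0% = zVAD with DMSO and 100% = DMSO alone without zVAD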
# PERK inhibitor – block of dimerizer-induced PERK translation repression, primary screen, PERK inhibitor project, CHO PERK-DD cells, SEAP luminescence, HTS | Eukaryotic translation initiation factor 2-alpha kinase 3 (Homo sapiens), Q9NZJ5 | CHO PERK-DD fusion, SEAP luminescence translation reporter | inhibition, % at 5.6 µM | 0.17% of 220,000 active | AID 1416, 2008;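 active means inhibition above the mean inhibition of all tested compounds plus 3 SD, set separately per screening campaign, cut at about 2.9% in these data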;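 further: PERK kinase domain activated by AP20187 dimerizer at 100 nM; 0% = DMSO with dimerizer and 100% = rapamycin at 8.4 µM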
# * hit, by the source's call; · = no result given.
SMILES,Runt-CBFb FRET,TNF necrop inh,Runt-SMMHC FRET,EP2 antag,EP2 modulator,RBBP9 inhibitor,Hck Nef HTS,L929 necroptosis,PERK inhibitor
O=C1COc2ccc(C(=O)COC(=O)/C=C/c3cccc(F)c3)cc2N1,-1,0.1,-3,12,7,-2,19,1.8,0.2
O=C(CC1N=C(Cc2ccccc2)NNC1=O)N/N=C/c1ccc([N+](=O)[O-])cc1 (stereo unspecified),-2,-0.6,-4,5,15,0,15,2.3,0.3
CC(=O)c1c(C)[nH]c(C(=O)N2CCN(C(=O)c3ccco3)CC2)c1C,-1,-1.0,3,11,-14,-6,1,0.1,1.1
Cc1cccc(OCC(=O)Nc2ccc(C(=O)c3ccc(C(=O)O)cc3)cc2)c1,-2,-0.2,-2,6,-61,-5,24,2.7,0.5
O=C(N/N=C1\CCCc2ccccc21)c1cccc(Br)c1,-1,0.9,-2,5,-4,-6,42,41,0.1
COc1cc2cc(C(c3nnnn3C3CCCC3)N(C)C3CCCCC3)c(=O)[nH]c2cc1OC (stereo unspecified),4,-0.5,-2,8,21,-4,1,0.4,0.1
Cc1noc(NC(=O)c2ccc(F)cc2)c1C#N,1,-2.1,-1,14,58,-4,0,0.5,0.1
CC(=O)Nc1cc(O)cc(O)c1,1,5.3,0,7,42,1,26,-0.1,2.3
CN1CCN(C(=O)c2ccc3c(c2)S(=O)(=O)c2ccccc2C3=O)CC1,0,1.3,1,6,-8,-7,-17,0.8,-0.2
Cc1ccc(CNc2nc(C)nc3sc4c(c23)CCC4)cc1,-2,-1.2,0,4,33,1,1,0.1,0.0
Cn1cccc1C(=O)Nc1nccs1,0,18,-1,21,4,-4,8,66,0.9
C=CCN1C(=O)/C(=C/c2ccc(OCC(=O)O)cc2)S/C1=N/c1nccs1,-12,1.6,-15,9,35,-1,5,0.3,-0.3
CS(=O)(=O)c1cc([N+](=O)[O-])c(Sc2nc3ccccc3[nH]2)c([N+](=O)[O-])c1,26,-11,11,5,-44,5,0,-0.1,1.0
O=C(CSc1ccc(Cl)cc1)N1CCN(c2ncc(C(F)(F)F)cc2Cl)CC1,-5,-2.8,-4,2,7,-9,1,0.3,0.8
Cc1ccc(NC(=O)CSc2nc3ccccc3c(=O)n2Cc2cccs2)cc1,-1,2.1,-2,5,0,3,5,0.7,0.4
Cc1ccc(C)c(-c2cc(C(=O)Nc3sc(C)c(C)c3C(N)=O)c3ccccc3n2)c1,0,-14,-20,1,35,-4,1,-0.2,-1.0
c1ccc(COc2ccc(Nc3ncnc4nc[nH]c34)cc2)cc1,0,-2.4,-3,34,-8,0,69*,-0.2,0.3
COc1ccc(CCNC(=O)CSc2nc(C)nc3sccc23)cc1OC,0,-1.0,2,7,1,-2,24,0.0,1.4
CN1C(=O)CC(N2CCC(c3nc4ccccc4s3)CC2)C1=O (stereo unspecified),1,0.3,-5,11,28,5,5,0.3,1.2
CCCNS(=O)(=O)c1ccc(NC(=O)c2ccccn2)cc1,-2,-2.6,-5,11,3,-3,7,-0.8,0.7
COc1ccc(C2=NO[C@@H]3[C@@H]4C[C@@H]([C@H]5C(=O)N(C)C(=O)[C@@H]45)[C@H]23)c(OC)c1,1,-2.3,-2,9,-16,-3,20,0.4,0.3
COc1cccc(CN2CCCN(S(=O)(=O)c3ccc(Br)cc3)CC2)c1,-1,-3.6,-4,20,-25,-8,2,0.0,-0.3
Cc1cccc(NC(=O)c2ccc(S(=O)(=O)N(C)C)cc2)c1,0,2.4,-2,16,-16,-1,4,3.4,0.9
CCCCCC1CCC(C(=O)NNC(=S)NCC)CC1 (stereo unspecified),-9,0.0,0,5,3,-4,0,2.0,-0.1
O=C(NNC1=Nc2cccc3cccc1c23)c1ccc(Br)cc1,-3,-4.3,-22,9,-58,-2,-6,-0.5,0.7
COc1ccc(CNS(=O)(=O)c2cccc(S(=O)(=O)N3CCOCC3)c2)cc1,1,-0.4,1,6,13,-3,-1,-0.3,-0.9
C=CCN=C(NC#N)SCc1ccccc1Cl,0,-5.6,-3,18,6,-5,3,0.3,1.0
COc1cc(NC(=O)Nc2cccc(Cl)c2)c(C(=O)O)cc1OC,3,2.8,1,8,-19,0,-13,0.7,0.9
CC(C)CC(=O)NC(=S)NNC(=O)c1ccc([N+](=O)[O-])cc1,6,-4.6,3,5,5,0,0,1.6,1.3
CCN(CC)S(=O)(=O)c1cccc(-n2c(O)c(C=Nc3ccccc3C(=O)O)c3ccccc3c2=O)c1,0,-14,9,7,-25,-6,-1,0.3,1.4
O=C(O)c1cccnc1SCc1cccc(Cl)c1,0,-0.1,-3,2,10,-2,25,3.6,0.9
FC(F)(F)c1cnc(Nc2ccc(N3CCOCC3)cc2)c(Cl)c1,6,-5.1,2,10,-10,-1,1,-0.2,-0.5
O=C(CSc1nc(-c2ccccc2)c(-c2ccccc2)[nH]1)Nc1nccs1,-2,0.4,-3,6,29,-7,0,1.5,-0.4
COc1cc(NC(=O)c2cccc(C)c2)c(Cl)cc1[N+](=O)[O-],-1,2.0,-1,9,-40,-6,-23,0.5,0.0
CCOc1ccc(S(=O)(=O)NCC(=O)N(C)Cc2cccnc2)cc1,2,-0.8,1,0,12,2,0,-0.3,-1.4
CCOc1ccc(NC(=O)CCN2CCN(S(=O)(=O)c3ccc(OC)cc3)CC2)cc1,1,-0.9,1,3,11,0,-1,0.8,-0.9
O=C1C=C(Nc2ccc(Cl)cc2)C(=O)N1c1ccc(Cl)cc1,-14,0.5,-59,7,8,-6,3,0.4,0.8
CCc1ccccc1Nc1ccc(C(=O)O)cc1N,2,2.2,1,10,·,3,-2,0.1,1.2
Cc1ccc(-n2ncc3c(NCCCOC(C)C)ncnc32)c(C)c1,·,0.2,·,19,-9,-5,0,1.2,-0.5
COc1nc(N2CCOCC2)nc(C)c1[N+](=O)[O-],1,0.2,-1,7,7,-4,-2,0.1,-0.9
O=C(Nc1cccnc1Cl)c1ccc(=O)oc1,0,-0.3,-2,9,2,-1,10,-0.6,1.8
Nc1ccc(C(=O)c2cccs2)cc1[N+](=O)[O-],1,-2.3,-3,10,-11,8,16,0.9,1.1
Cn1c(=O)cc(OCC(=O)N2CCN(c3ccccc3F)CC2)c2ccccc21,-1,-1.7,1,5,-15,-9,10,0.3,1.0
COC(=O)CCCNC(=O)OCc1ccc([N+](=O)[O-])cc1,1,-2.3,-4,5,0,-8,0,-0.3,0.8
CCOC(=O)CCCNC(=O)CSc1nc2ccc(OCC)cc2[nH]1,0,-0.1,4,6,33,1,17,2.4,0.1
O=C(Nc1ccc(N2CCN(C(=O)c3ccccc3)CC2)c(Cl)c1)c1cccnc1,0,-6.5,-4,24,-65,-7,0,1.6,-0.9
COCCCNS(=O)(=O)c1ccc(Cl)c(C(F)(F)F)c1,-2,0.2,-1,7,15,5,29,2.4,0.7
Cc1ccc2nc(-c3cccnc3)c(Nc3ccccc3C)n2c1,-4,-1.6,1,4,21,-4,28,0.1,-0.2
CCCc1cc(-n2cnc3ccccc32)n2c(nc3ccccc32)c1C#N,-16,-1.3,-45,5,1,-4,0,0.7,-1.4
COc1cccc(NC(=S)N(CCCN2CCCC2)Cc2ccco2)c1,1,1.0,5,14,-7,-4,18,-0.5,0.8
CCN(CC)C(=O)N1CCc2ccccc21,2,-0.5,-2,5,-4,-1,3,0.6,0.5
CCOC(=O)N1CCC(NS(=O)(=O)c2ccc(C)cc2)CC1,1,-1.1,0,5,4,-5,-12,0.5,0.8
Cc1ccc2c(c1)C(=O)C(=O)N2CC(=O)OC(C)C,-1,-1.4,-1,10,8,4,-1,0.6,0.9
COc1cccc(C2CC(c3ccccc3)Nc3ncnn32)c1 (stereo unspecified),2,0.8,2,7,16,-5,-4,-0.9,0.0
O=[N+]([O-])c1cc(C(F)(F)F)ccc1NCCNC(=S)Nc1ccc(Cl)cc1,-6,-11,-9,23,-32,-25,-1,0.2,0.6
OC(CNCCc1ccc(Cl)cc1)COc1ccc2ccccc2c1 (stereo unspecified),0,0.9,4,1,-57,-10,18,2.1,0.3
O=C1S/C(=C\C=C\c2ccco2)C(=O)N1c1ccc(O)cc1,15,-3.0,0,18,35,9,6,0.3,1.6
CC(C)(C)c1ccc(C2(C)NC(=O)N(CC(=O)Nc3ccc4c(c3)OCO4)C2=O)cc1 (stereo unspecified),1,-0.6,-2,8,5,2,-1,-0.9,-1.9
CSC1=NCCN1C(=O)COc1ccc2ccccc2c1,1,0.6,1,19,-32,-13,0,1.7,-0.9
COc1ccc(OC)c(/C(C)=N/Nc2ccc(C(=O)O)cc2)c1,3,-0.3,1,3,-7,0,9,0.7,1.6
# Other entries
SMILES,Runt-CBFb FRET,TNF necrop inh,Runt-SMMHC FRET,EP2 antag,EP2 modulator,RBBP9 inhibitor,Hck Nef HTS,L929 necroptosis,PERK inhibitor
Cc1c(NC(=O)c2cc(-c3ccccc3)on2)c(=O)n(-c2ccccc2)n1C,0,-0.2,3,9,1,7,1,0.5,-0.1
O=C(CC1(O)C(=O)N(CCc2ccccc2)c2ccccc21)c1ccccn1 (stereo unspecified),-1,-0.4,0,5,4,3,9,0.2,0.6
Cc1cccc(C(=O)Nc2nnc(Cc3c[nH]c4ccccc34)s2)c1,2,-0.5,7,9,-40,4,-1,-0.2,-0.6
CCOC(=O)NC(=O)COC(=O)CCCc1nc2ccccc2s1,1,0.4,-1,6,-29,4,7,-0.2,0.4
CCCn1c(N)cc(=O)n(C)c1=O,-1,-0.3,-1,4,18,-5,16,1.6,-0.1
Cc1cc(C(=O)N2CCN(C(=O)c3ccco3)CC2)ccc1[N+](=O)[O-],3,1.2,-2,8,-9,-9,9,3.0,-0.6
O=S(=O)(NCCc1csc(-c2cccnc2)n1)c1ccc(Cl)s1,2,-1.5,1,8,-6,-1,5,0.4,0.0

# This is a subset; count on the stated rates, not on these rows.
